# Source: PubChem BioAssay (National Center for Advancing Translational Sciences (NCATS))
# KDM5B inhibitor: inhibitors of human KDM5B histone demethylase. Q9UGL1. AID 1347165. KDM5B demethylase, FDH-coupled NADH fluorescence (FDH is formaldehyde dehydrogenase). 220,000 tested, 2.6% active. Potency, µM (top dose mostly 57.7 µM), without a hit: at the highest dose activity change, negative = inhibition, actives largely listed as inhibitors; active means well fitted inhibition curve with a large enough effect; inconclusive means small, poorly fitted or top-dose-only effect; inactive means no such curve, though single readings can be large or run the other way; further: 0% is about no effect; nearly all actives have a fitted effect of over 70% in size
# Target sequence (Q9UGL1 whole entry, looked up): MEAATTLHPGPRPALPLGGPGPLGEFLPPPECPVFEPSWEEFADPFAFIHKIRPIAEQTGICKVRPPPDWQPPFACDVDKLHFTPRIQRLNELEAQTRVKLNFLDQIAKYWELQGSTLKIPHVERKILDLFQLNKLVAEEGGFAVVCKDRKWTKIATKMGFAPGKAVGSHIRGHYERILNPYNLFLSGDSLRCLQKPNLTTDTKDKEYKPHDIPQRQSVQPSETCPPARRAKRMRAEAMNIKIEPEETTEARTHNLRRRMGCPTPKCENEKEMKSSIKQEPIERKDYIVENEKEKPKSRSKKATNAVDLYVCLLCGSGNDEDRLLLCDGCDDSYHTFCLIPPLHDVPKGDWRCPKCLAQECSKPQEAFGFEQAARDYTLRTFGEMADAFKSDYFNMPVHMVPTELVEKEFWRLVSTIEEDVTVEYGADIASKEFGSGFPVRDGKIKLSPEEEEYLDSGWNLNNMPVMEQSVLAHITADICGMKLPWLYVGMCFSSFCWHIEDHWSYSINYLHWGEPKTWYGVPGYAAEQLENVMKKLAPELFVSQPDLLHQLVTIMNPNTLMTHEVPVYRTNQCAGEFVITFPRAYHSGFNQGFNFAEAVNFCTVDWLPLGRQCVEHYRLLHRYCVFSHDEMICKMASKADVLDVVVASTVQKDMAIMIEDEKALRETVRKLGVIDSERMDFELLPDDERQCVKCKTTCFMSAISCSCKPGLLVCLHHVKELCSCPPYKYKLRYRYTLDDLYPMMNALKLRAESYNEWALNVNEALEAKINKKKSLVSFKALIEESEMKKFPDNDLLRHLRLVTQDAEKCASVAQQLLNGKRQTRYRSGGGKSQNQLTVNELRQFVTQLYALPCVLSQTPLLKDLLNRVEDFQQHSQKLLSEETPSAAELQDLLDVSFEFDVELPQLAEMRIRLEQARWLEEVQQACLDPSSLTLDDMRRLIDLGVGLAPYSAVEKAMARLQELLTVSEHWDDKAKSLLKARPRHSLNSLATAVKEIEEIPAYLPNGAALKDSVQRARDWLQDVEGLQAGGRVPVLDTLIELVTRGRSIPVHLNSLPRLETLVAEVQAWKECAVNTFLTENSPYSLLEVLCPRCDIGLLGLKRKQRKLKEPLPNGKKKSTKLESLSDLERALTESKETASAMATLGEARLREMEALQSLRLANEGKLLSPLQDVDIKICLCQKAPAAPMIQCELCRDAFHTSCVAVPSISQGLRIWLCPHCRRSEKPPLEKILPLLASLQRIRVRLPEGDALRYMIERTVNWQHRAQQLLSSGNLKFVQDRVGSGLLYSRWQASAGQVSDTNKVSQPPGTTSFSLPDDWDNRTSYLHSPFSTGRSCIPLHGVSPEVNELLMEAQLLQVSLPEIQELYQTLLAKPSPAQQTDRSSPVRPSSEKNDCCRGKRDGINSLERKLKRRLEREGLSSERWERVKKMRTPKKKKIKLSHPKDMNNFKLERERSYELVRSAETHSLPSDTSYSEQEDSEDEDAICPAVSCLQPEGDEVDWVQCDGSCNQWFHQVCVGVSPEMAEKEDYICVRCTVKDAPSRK
#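 KDM5BΔAP (200 nM final) in 50 mM HEPES pH 7.5, 0.01% Tween-20 was preincubated 10 min at RT with compound over a concentration range. Substrate mix (H3K4me3 12.5 µM, α-KG 25 µM, Fe²⁺, ascorbate, NAD⁺, FDH) was added, and NADH fluorescence change over 30 min gave dose-response curves.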
# Numbers without * were called inactive; ? = inconclusive; & = joins results of further samples; [ ] = remark or other dose. Potency means the concentration at half of the fitted maximal effect.
structure	KDM5B inhibitor
COc1ccccc1-n1cc(C(=O)N[C@H](c2cnn(C)c2)C2CC(O)C2)cn1 (some centres undefined)	-11%
COCCNc1cc(-c2ccc3ccccc3n2)c2cc[nH]c2n1	2%
CCCCN(C)c1ncnc2c1sc1nc(-c3ccco3)c3c(c12)CC(C)(C)OC3	-12%
FC(F)(F)Oc1ccc(CNC2(Cc3cc(CN4CCOCC4)on3)COC2)cc1	-26%[86.2 µM]
COC(=O)N1CC2(Cc3ccccc3N(C(C)=O)C2)C1	-6%[86.2 µM]
CCc1cccc(NC(=O)Cn2c(-c3cnccn3)nc(C)c(CCO)c2=O)c1	-8%
COc1ccc(Cl)cc1NC(=O)c1cc(S(=O)(=O)NC2CCCCCC2)ccc1F	?
Cc1oc(-c2ccccc2Cl)nc1CS(=O)CC(=O)N1CCN(c2cccc(C(F)(F)F)c2)CC1 (centres undefined)	-28%
CN1CCN(c2ccc3ncc(Nc4ccc(Cl)c(C(F)(F)F)c4)n3n2)CC1	32µM*
COc1ccc(-c2nccn3cc(C(=O)NCc4cccnc4)nc23)cc1	20µM*
Cc1cc(C)n2nc(N(Cc3cccc(C#N)c3)S(=O)(=O)c3ccccc3)nc2n1	10%
CCCN1CCN(C(=O)CN2CC3CC(C2)[C@H]2CCCC(=O)N2C3)CC1 (some centres undefined)	-20%
CCOc1ccc(S(=O)(=O)N2CCCC(C(=O)Nc3ccccc3)C2)cc1 (centres undefined)	-20%
COc1ccccc1-c1ccc2c(n1)CN(CC(=O)N1CCCC1)C(=O)CO2	?
CC(=O)N1CC2(Cc3ccccc31)CN([S+](C)(=O)[O-])C2	-12%[86.2 µM]
O=C(c1ccoc1)N1CCCC(n2cc(-c3nc(-c4ccccc4)no3)nn2)C1 (centres undefined)	-16%
CN(C)CCNC(=O)C1CCN(c2nc(Cl)nc3nc[nH]c23)CC1	-10%
C[C@H]1[C@@H]2[C@H]3OC(=O)[C@@H](C)[C@@H]3CC[C@@]2(C)CC[C@@H]1NC(=O)CC(C)(C)C	-7%[86.2 µM]
Cc1ccc(C)c(CN2CCN(c3nc4c(c(=O)[nH]c(=O)n4C)n3Cc3ccccc3F)CC2)c1	7%
Cc1ccc(/C=C/C(=O)N2CCN(S(=O)(=O)c3cccs3)CC2)o1	-19%

# A draw from above in order of length of the SMILES, lowest first.
structure	KDM5B inhibitor
FC(F)(F)Oc1ccc(CNC2(Cc3cc(CN4CCOCC4)on3)COC2)cc1	-26%[86.2 µM]
O=C(c1ccoc1)N1CCCC(n2cc(-c3nc(-c4ccccc4)no3)nn2)C1 (centres undefined)	-16%
COc1ccccc1-n1cc(C(=O)N[C@H](c2cnn(C)c2)C2CC(O)C2)cn1 (some centres undefined)	-11%

# (continued)
structure	KDM5B inhibitor
CCCNC(=O)[C@@H]1Cc2cn(Cc3cccnc3)c3cccc(c23)[C@H](CC(C)C)N1	27%[86.2 µM]
Cc1ccccc1CSc1nc(-c2ccccc2)nc2c1Cc1c(CO)cnc(C)c1O2	2%
COc1ccc2cc(/C=N/NC(=O)CN(c3ccccc3OC)S(=O)(=O)c3ccccc3)c(Cl)nc2c1	?
COc1ccc(N2CCCCS2(=O)=O)cc1S(=O)(=O)N1CCC2(CC1)OCCO2	?
O=C(O)c1ccc(CSc2ccc(Cl)cc2Cl)cc1	17%
CC1=NS(=O)(=O)N(CCc2ccccc2)C=C1C(=O)O	15%
CN(C)CCNC1CCN(C)CC1	-13%
Cn1nc(C(=O)OCC(=O)Nc2ccc(Cl)c(C(F)(F)F)c2)c2ccccc2c1=O	4%
CC1(C)C(=O)N(CC2CCOCC2)[C@H]2CN(Cc3ccccc3)C[C@@H]2[S+]1(=O)[O-]	9%[86.2 µM]
O=C(CCSCCc1ccccn1)Nc1ccc(Cl)cc1	4%
Cc1ccc(C(=O)N2CCCC3(C2)NC(=O)N(Cc2ccc(Cl)cc2)C3=O)cc1 (centres undefined)	11%
CCC1CC(=O)NC(SC)=C1C#N (centres undefined)	29%
COc1ccccc1-c1cc2c(ccn2Cc2ccncc2)c(N2CCOCC2)n1	?
COc1cccc(-c2cc(-c3cccnc3)c3cncn3c2)c1OC	35µM*
Cn1ccc(C(=O)N[C@@H]2CN(c3ncccn3)C[C@H]2CO)n1	?
COc1ccccc1Nc1nn2c(=O)c3ccc(C(=O)NC4CCC(C)CC4)cc3nc2s1 (centres undefined)	-13%
O=C(c1ccccc1)C1CCN(C(=O)/C=C/c2ccccc2F)CC1	14%
COc1ccc(C2CC(=O)Oc3c2c(=O)n(C)c2ccccc32)c(OC)c1OC (centres undefined)	?
O=C(NC[C@H]1O[C@@H](CO)[C@@H](O)[C@H]1N1CCN(c2ccccn2)CC1)c1ccc(F)c(Cl)c1	-25%
Cc1cc(NC(=O)C(C)Sc2nnc3c(Cl)cc(Cl)cn23)on1 (centres undefined)	12%

# Look-ups from above.
# Result for Cc1cc(NC(=O)C(C)Sc2nnc3c(Cl)cc(Cl)cn23)on1 (centres undefined) in KDM5B inhibitor: 12%
# Result for COc1ccccc1Nc1nn2c(=O)c3ccc(C(=O)NC4CCC(C)CC4)cc3nc2s1 (centres undefined) in KDM5B inhibitor: -13%
# Result for O=C(CCSCCc1ccccn1)Nc1ccc(Cl)cc1 in KDM5B inhibitor: 4%
# Result for COc1cccc(-c2cc(-c3cccnc3)c3cncn3c2)c1OC in KDM5B inhibitor: 35µM*

# Other records:
structure	KDM5B inhibitor
CCc1ccccc1NC(=O)Cn1c(=O)n(Cc2ccco2)c(=O)c2ccccc21	?
CC(C)NC(=O)CC1(C(=O)NCc2ccc(F)cc2)CCCC1	8%
CC(C)NC(=O)[C@@H]1C[C@H](N)CN1C(=O)c1cccc(S(C)(=O)=O)c1	-20%
CCc1c(C)nc2c(-c3ccccc3)c(C)nn2c1Nc1ccc(NC(C)=O)cc1	?
COc1c(C)cccc1C(=O)Nc1ccc2oc(-c3ccncc3)nc2c1	-29%
Cc1ccccc1-c1nc2cc(NC(=O)c3ccc4c(c3)OCCO4)ccc2o1	1%
Cc1ccc(OCC(=O)Nc2ccc3nc(SCC(=O)N4CCOCC4)sc3c2)cc1C	-13%
N#CCSc1nnc(-c2cccnc2)n1-c1ccccc1F	8%
Fc1ccc(/C=N/Nc2c(Cl)cc(Cl)cc2Cl)c(F)c1	6%
CCOc1ccccc1CNS(=O)(=O)c1ccc2c(c1)C(C)(C)C(=O)N2C	-29%
O=C1CCN(C(=O)c2ccco2)CCCC(CO)CCN1 (centres undefined)	6%
Cc1ccc(C(=O)NCC(c2cccs2)S(=O)(=O)c2cccs2)cc1C (centres undefined)	-25%
N#Cc1ccc(S(=O)(=O)N2CCC(Cc3nc(-c4cccnc4)n[nH]3)C2)cc1 (centres undefined)	9%
O=C(Nc1ccccc1C(F)(F)F)c1cc(-c2ccc3c(c2)OCCO3)on1	-18%
Cn1nccc1C(=O)NCC(=O)N1CCCCCNC(=O)CC1c1ccccc1 (centres undefined)	40%[activator]
CCNC(=O)NC(=O)C(C)N1CCN(c2ccc(F)cc2)CC1 (centres undefined)	4%
CC(C)CCNC(=S)Nc1cccc(Cl)c1	14%
COC1C(C2COC3(CCCCC3)O2)OC2OC3(CCCCC3)OC21 (centres undefined)	11%
CC(=O)c1ccc(N2CCN(C(=O)c3csc(-c4ccc(C)cc4)n3)CC2)cc1	10%
O=C(CCC1CCCC1)NCCCCNC(=O)CCC1CCCC1	22%
O=C(Nc1ccc2c(c1)OCO2)C1CCN(C(=O)c2oc3ccccc3c2COc2ccccc2)CC1	-3%
O=C(c1ccc2nnc(-c3ccc(F)cc3)n2c1)N1CCOCC1	-13%[149 µM]
COc1cc(CN2CCN(Cc3cnc(SC)nc3)CC2CCO)cc(OC)c1 (centres undefined)	19%
COc1cc2c(C(=O)N(C)c3cc(Cl)ccc3OC)cn(CC(C)C)c(=O)c2cc1OC	-24%
Cc1cc(Nc2cccc(Cl)c2)nc(NCc2ccccc2)n1	?
COc1ccc(NC(=O)CC(C)S(=O)(=O)c2cc3c(cc2C)NC(=O)CO3)cc1OC (centres undefined)	-21%
CCCS(=O)(=O)CCSS(=O)(=O)O	19%
COc1ccc(CNC(=O)Cc2c(C)c3ccc(OC)c(OC)c3oc2=O)c(OC)c1	?
Cc1nn(C(=O)CCCC(=O)N2CCC(Cc3nncn3-c3ccccc3)CC2)c2ccccc12	15%
CCN(Cc1nc2ccccc2c(=O)[nH]1)C(=O)Cc1csc(-c2ccc(OC)cc2)n1	-6%
CC(C)CNC(=O)c1nn(Cc2ccccc2)c(=O)c2ccccc12	6%&14%
Nc1cccc2c1C(=O)NC2	?
Cc1cc(=O)n(CC(=O)NCc2ccc3c(c2)OCO3)c(N2CCc3ccccc3C2)n1	?
CC(C)n1cccc1C(=O)N1CCC2(CC1)CC(c1ccccc1)CN2C (centres undefined)	-24%
O=C(NC1CC1)c1ccc2ccccc2n1	18%
COc1ccc(C(CNC(=O)c2ccc(Cl)s2)N2CCOCC2)cc1 (centres undefined)	-11%
COc1ccccc1Nc1nnc(SCC(=O)NC2CC2)s1	-10%
CCN(C(=O)CN1CCC(c2cc3ccccc3[nH]2)CC1)C1CC1	10%
COc1ccc(C)cc1NS(=O)(=O)c1cc(-c2cnc(C)o2)ccc1C	-4%
Cc1nc(SCC(=O)Nc2ccc3ccccc3c2)oc1C	?
CC(C)C(C#CC1CC1)N(Cc1ccc2c(c1)OCO2)C(N)=NC(=O)/C=C/c1ccccc1 (centres undefined)	-17%
CC(C)(C)c1ccc(OCC(=O)N2CCC(c3nc4ccccc4s3)CC2)cc1	11%[11.5 µM]
COc1ccc(CN(Cc2cc(=O)oc3cc(C)c(C)cc23)C2CC2)cc1	-8%
CCCCCCCCOc1ccc(/C=C(/C#N)C(=O)NCc2ccccc2)cc1	20%
COCc1cc(C)nc2sc3c(c12)NC(c1ccc(O)cc1)N(c1ccc(C)cc1)C3=O (centres undefined)	-1%
CC(=O)Oc1cccc(C(=O)Nc2cc(Cl)ccc2O)c1	2%
Cc1sc2c(c1C)c(=O)n(Cc1ccccc1)c(=O)n2Cc1ccc(F)cc1	-10%
COC(=O)c1ccc(COc2ccccc2Cc2ccccc2)o1	-22%
CCc1ccc(S(=O)(=O)c2cn(C)c3cc(OC)c(OC)cc3c2=O)cc1	?
Cc1cc2oc(=O)cc(CN3CCN(c4ccccc4O)CC3)c2cc1Cl	-13%
CN(C)C(=O)c1n[nH]c2c1CN(C(=O)c1ccc(F)cc1)CC2	11%
N#CCn1nc2n(c1=O)CCN(C(=O)NCCc1ccccc1)CC2	-26%
COc1ccc(C(=O)NCCc2ncc(C)n2CC2CC2)cc1	18%
Cc1ccc(NC(=O)Cn2nnc(-c3nc(-c4ccncc4)no3)c2N)c(C)c1	-9%
CCOc1ccc(-c2nc(CNC(=O)Nc3ccc(Cl)cc3)c(C)o2)cc1	5%
CCn1ccc(C(=O)Nc2ccsc2C(=O)OC)n1	15%
OC1CC(c2cc(NCCCn3ccc4ccccc43)ncn2)C1 (centres undefined)	-18%
NC(=O)C(c1ccccc1)(c1ccccc1)c1ccccc1	-2%
COc1ccccc1NC(=O)N1CC(c2nnc(-c3ccncc3)o2)C2(CCOCC2)C1 (centres undefined)	-13%
COc1cc(OC)cc(-c2nn3c(CN4CCCCC4)nnc3s2)c1	-17%

# Other compounds:
structure	KDM5B inhibitor
Cc1ccc(Nc2nnc(SCC(=O)NC(C)(C)C)s2)cc1C	1%
Cc1cc(=O)oc2cc(O[C@@H]3O[C@H](CO)[C@@H](O)[C@H](O)[C@H]3O)ccc12	?
COC(=O)c1cc2sccc2n1Cc1nc(-c2cccc(Br)c2)oc1C	-22%
COc1ccc2[nH]c(C(=O)N3C[C@@H](CO)[C@H](c4ccccn4)C3)cc2c1	?
CCOC(=O)c1cc(C)n(CC2CCC(C(=O)Nc3ccc(C(C)=O)cc3)CC2)c1C (centres undefined)	-19%
O=Cc1ccc(OCc2cccc3ccccc23)c(Cl)c1	8%
Cc1ccc(NC(=O)N2C[C@@H](F)C[C@H]2C(=O)N2CCc3ccccc3C2)c(C)c1	-8%
CNC(=O)[C@@H]1CN(C(=O)c2ccoc2)C[C@H]1CO	-15%
O=C(CCS(=O)(=O)c1cc2c(cc1Cl)NC(=O)CO2)NCCc1ccc(Cl)cc1	10%
CN(C)C(=O)C(Sc1nc2cc(S(=O)(=O)N3CCCCC3)ccc2o1)c1ccccc1 (centres undefined)	23%
Cc1nn(-c2ccccc2)c(Oc2ccc(F)cc2F)c1CCC(=O)NC1CC1	-31%
COc1ccc(-n2ccn3c(CC(C)(C)CC(=O)O)nnc3c2=O)cc1	-26%
O=C(c1ccccc1)N1CCCC(c2noc(COc3ccccc3)n2)C1 (centres undefined)	3%
Cc1c(C(=O)O)oc2c(C)cccc12	10%
CC(NC(=O)Cc1ccc(F)cc1)C(=O)N1CCC2(CC1)NCCc1[nH]cnc12 (centres undefined)	6%
COc1ccc(N(C(=O)c2ccc(C)cc2)S(=O)(=O)c2ccc(Cl)cc2)cc1	?
N#Cc1ccc(C(=O)N2CCN3C(=O)N(Cc4ccccc4)C(=O)[C@H]3C2)cc1	14%[86.2 µM]
Cc1ccccc1CSc1nc2cc(C(=O)NC3CCCC3)ccc2c(=O)n1Cc1ccccc1	-19%
Cc1ccc(-c2cnc(C3CC3)o2)cc1S(=O)(=O)Nc1cccc(C)c1C	-2%
N#Cc1cccc(CN2C[C@H](O)C[C@H]2c2nc(-c3ccc4c(c3)OCO4)no2)c1	-19%[86.2 µM]
CCCc1cnc2c(c1SCC(=O)Nc1ccc([N+](=O)[O-])cc1)c(=O)n(C)c(=O)n2C	-14%

# Not all compounds are listed (hit frequency here may not be typical).
